Screening results deposited in PubChem by several laboratories.
hgDAF12 agonist: activates the H. glycines DAF-12 receptor ligand-binding domain; HEK293 GAL4-hgDAF12 UAS-luciferase reporter, agonist luminescence; normalized to butyrate control; activation, % at 6.8 µM; 1.8% of 370,000 active; AID 687014;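 active = activation above a cutoff set at the mean of all screened compounds plus 3 SD, cut at about 10% in these data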;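 note: 0% = DMSO wells and 100% = sodium butyrate wells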
hcDAF-12 act: activators of H. contortus DAF-12 nuclear receptor. HEK293 hcDAF-12 lit1-tk-luc reporter, luminescence; 0% DMSO, 100% Δ7-dafachronic acid. activation, % at 6.8 µM. 1.4% of 370,000 active. AID 652067;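 active = activation above the mean of all tested compounds plus 3 SD, cut at about 5.5% in these data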;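 note: 100% = response to 3 µM Δ7-dafachronic acid high control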
ssDAF12 agonist: activates DAF-12 receptor from parasite S. stercoralis; activation, % at 6.8 µM; 1% of 370,000 active; AID 652126; HEK293 ssDAF-12/GRIP1 lit1-tk-luc reporter, luminescence; % of 3 µM dafachronic acid response;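 active = activation above the mean over all tested compounds plus 3 SD, cut at about 0.9% in these data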;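 note: 0% = DMSO-only wells and 100% = 3 µM delta7-dafachronic acid wells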
DAX1 inh-1: inhibitors of DAX1 repression of SF-1 activated StAR promoter | HEK293T StAR-luciferase reporter, SF-1/DAX-1 repression relief | inhibition, % at 6.8 µM | 1.1% of 370,000 active | AID 652010;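 active = inhibition above the mean over all tested compounds plus 3 SD, cut at about 3.6% in these data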;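 note: 0% = DAX-1 cells with DMSO and 100% = cells lacking DAX-1 with DMSO; higher inhibition means more luminescence from relief of DAX-1 repression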
NR1D1 modulator: Rev-erb alpha (human) modulation; 0.79% of 370,000 active; activity, % at 10 µM; Rev-erbα–FITC-DNA binding, fluorescence polarization, 90 min; P20393;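 active = activity above about 14%, limit read from the data; passing the limit was not always enough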;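 note: 0% = DMSO wells with 35 nM protein and 100% = DMSO wells with 750 nM protein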
Target sequence (P20393 whole entry, looked up): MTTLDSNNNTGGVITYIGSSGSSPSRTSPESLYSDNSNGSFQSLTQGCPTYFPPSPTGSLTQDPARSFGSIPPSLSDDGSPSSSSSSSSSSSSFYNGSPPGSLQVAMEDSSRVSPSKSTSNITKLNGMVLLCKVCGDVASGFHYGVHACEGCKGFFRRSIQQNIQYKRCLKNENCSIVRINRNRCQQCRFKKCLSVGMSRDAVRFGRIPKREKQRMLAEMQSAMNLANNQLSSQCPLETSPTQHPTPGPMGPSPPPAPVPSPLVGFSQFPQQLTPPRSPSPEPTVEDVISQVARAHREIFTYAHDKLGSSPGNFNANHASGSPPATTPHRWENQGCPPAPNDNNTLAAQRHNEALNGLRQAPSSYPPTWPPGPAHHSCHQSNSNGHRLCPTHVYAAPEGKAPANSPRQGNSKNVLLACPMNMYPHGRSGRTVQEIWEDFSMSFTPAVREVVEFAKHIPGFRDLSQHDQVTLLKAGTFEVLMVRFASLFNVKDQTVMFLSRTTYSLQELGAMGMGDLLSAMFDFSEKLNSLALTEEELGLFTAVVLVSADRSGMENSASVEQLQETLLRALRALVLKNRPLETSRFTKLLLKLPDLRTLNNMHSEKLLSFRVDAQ
sPLA2-III inh: Inhibits HGIII-sPLA2 liposome hydrolysis, primary screen. QFRET BODIPY PC-A2 liposome hydrolysis, fluorescence. AID 743126. inhibition, % at 12.2 µM. 0.56% of 370,000 active. Q9NZ20;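 active = inhibition above mean plus 3 SD of compounds lying within the high and low control bounds, cut at about 19% in these data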;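 note: 0% = median of test compound wells and 100% = no enzyme DMSO wells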
PG9 binder: small molecules binding HIV-1 gp120 antibody PG9. AID 624416. inhibition, % at 6.7 µM. 0.43% of 360,000 active. TR-FRET gp120-PG9 antibody binding; in the data active = inhibition above about 8.5%
FXN GAA850 act: increases GAA850 frataxin promoter reporter activity; HEK293 lucGAA850 FXN promoter luciferase reporter, 24 h; percent of 10 µM SAHA response; 0.56% of 360,000 active; activation, % at 6 µM;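 active = activation above the average of all compounds screened plus 3 SD, cutoff fixed separately per campaign, cut at about 7.5% in these data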;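 note: 0% = DMSO wells and 100% = 10 µM SAHA wells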
DAX1 inh-2: inhibits human nuclear receptor DAX1; inhibition, % at 6.75 µM; HEK293 Gal4-DAX1 luciferase reporter, luminescence; AID 504766; 0.99% of 340,000 active;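 active = inhibition above the mean over all tested compounds plus 3 SD, cut at about 4.2% in these data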;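 note: 0% = DAX1-transfected cells with DMSO and 100% = empty-vector control cells with DMSO; inhibition shows as a rise in luminescence from relieved DAX1 repression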
Target sequence (P51843 207-470 limits assumed): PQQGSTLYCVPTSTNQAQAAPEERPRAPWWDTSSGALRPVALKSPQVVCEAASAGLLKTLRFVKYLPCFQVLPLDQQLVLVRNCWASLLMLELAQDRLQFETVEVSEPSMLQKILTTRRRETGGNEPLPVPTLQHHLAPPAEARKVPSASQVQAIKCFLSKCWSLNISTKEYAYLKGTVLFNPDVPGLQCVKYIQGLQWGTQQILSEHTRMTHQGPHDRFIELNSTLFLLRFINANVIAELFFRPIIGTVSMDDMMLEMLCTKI
SMARCA2 activ: increases SMARCA2 function in MMTV reporter cells. AID 652017. activation, % at 9.1 µM. 1% of 370,000 active. MG213 cells, MMTV-luciferase reporter, dexamethasone, overnight; in the data active = activation above about 7.8%;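 note: 0% = vehicle wells and 100% = reference activator wells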
PLC-beta3 inh: inhibitors of human phospholipase C beta3. Purified PLC-beta3, fluorogenic substrate, fluorescence. Q01970. AID 720704. inhibition, % at 12.2 µM. 0.18% of 370,000 active; in the data active = inhibition above about 11%;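 note: 0% = median of compound wells on plate and 100% = full blocker control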
The depositor's hits bear a star; i = inactive; nt = not tested or not shown.

SMILES | hgDAF12 agonist | hcDAF-12 act | ssDAF12 agonist | DAX1 inh-1 | NR1D1 modulator | sPLA2-III inh | PG9 binder | FXN GAA850 act | DAX1 inh-2 | SMARCA2 activ | PLC-beta3 inh
CC(=O)C[C@H](O)CC(=O)[C@H]1OC(=O)CCCCC/C=C/Cc2ccccc21 | -0.8 | -0.3 | -1.1 | -0.2 | -6.2 | 0.7 | -1.2 | 1.5 | 1.0 | 0.3 | -0.8
NS(=O)(=O)c1cnccc1Nc1ccc(Cl)c(Cl)c1 | -1.9 | -2.7 | -0.6 | -0.2 | -0.9 | -15.6 | -0.3 | 0.0 | 0.1 | -1.6 | 2.7
C[n+]1cccc2cccc([O-])c21 | -0.1 | -0.6 | -1.8 | -0.1 | -34.5 | 4.0 | -4.4 | 0.0 | -0.4 | 1.0 | -15.9
O=C(O)C1CC(O)CN1c1nc(Cl)ccc1[N+](=O)[O-] (stereo unspecified) | 3.6 | 0.1 | -1.4 | 0.1 | -7.1 | -4.2 | -2.2 | -0.3 | 1.7 | 0.6 | -2.9
N=c1c(C(=O)NCC2CCCO2)cc2c(=O)n3ccccc3nc2n1Cc1ccccc1 (stereo unspecified) | -1.3 | -0.9 | -0.7 | -0.3 | 2.7 | 4.5 | 2.6 | -1.5 | 0.4 | 0.0 | i
COC(=O)CN1C(=O)[C@H]2[C@@H](/C=C/c3ccccc3)N3C(=O)CN(Cc4ccccc4)C(=O)[C@@]3(Cc3ccccc3)[C@H]2C1=O | 1.5 | -0.2 | -1.1 | 0.0 | -1.6 | -5.6 | 0.4 | -6.3 | 1.8 | 1.8 | 2.7
CC(=O)Nc1ccc(C=NNc2ccc([N+](=O)[O-])cn2)cc1 | 5.5 | 0.7 | -0.6 | 0.9 | 5.5 | -0.9 | -1.8 | 3.2 | 1.7 | 6.9 | -15.7
CC(C)(C)[C@H]1COC(=O)CCC/C=C/C[C@H](CC(=O)NCCO)C(=O)N1 | -0.8 | -0.9 | -1.2 | -0.3 | -4.3 | 8.9 | 1.0 | 1.0 | 0.5 | 0.7 | 2.3
O=S(=O)(Nc1cccc(S(=O)(=O)N2CCCC2)c1)c1ccc(Br)cc1 | 1.7 | -1.3 | -1.2 | -1.0 | -3.5 | -21.6 | 0.2 | -1.8 | 1.3 | -0.4 | -3.4
CCOc1ncccc1C(=O)OCC(=O)c1ccc(C)c(C)c1 | 1.0 | 1.1 | -1.7 | 1.2 | -2.0 | 3.1 | 0.9 | 1.2 | -0.3 | 7.5 | -3.3
CC(=O)Nc1ccc2nc(NC(=O)CS(=O)(=O)c3ccccc3)sc2c1 | 2.2 | 0.7 | -0.3 | 0.6 | 1.4 | -9.5 | -2.2 | 0.8 | -0.5 | 4.7 | -18.6
CCOC(=O)NC1=NCC(C)S1 (stereo unspecified) | 0.6 | 0.7 | -1.0 | -0.3 | 6.1 | 11.0 | 0.1 | -2.0 | -0.4 | -2.7 | -3.2
Nc1ccn([C@@H]2O[C@H](C(=O)N[C@H](Cc3ccccc3)C(=O)Nc3ccc4scnc4c3)[C@@H](O)[C@H]2O)c(=O)n1 | 2.8 | -0.2 | -0.4 | -1.4 | -7.4 | 9.9 | -0.7 | nt | nt | -6.2 | 0.1
COc1ccc(-c2oc(=O)c3cc(OC)c(OC)cc3c2C#C[C@]2(O)CC[C@H]3[C@@H]4CCc5cc(OC)ccc5[C@H]4CC[C@@]32C)cc1 | -0.2 | -1.3 | -1.1 | -0.1 | 29.6* | 5.1 | -0.5 | 1.1 | -0.1 | 2.9 | -7.7
COCCNC(=O)C(c1ccc(F)cc1)N(C(=O)CCC(=O)Nc1ccccn1)c1cccc(C)c1 (stereo unspecified) | -1.1 | -1.4 | -1.0 | 0.1 | -3.4 | 1.6 | 2.2 | -0.9 | -0.2 | -1.9 | -5.0
Cc1nnc(SCC(=O)NC(C)(C)C)n1NCc1ccc(Cl)cc1 | -3.2 | -1.5 | -1.6 | 0.1 | 7.3 | 0.5 | -1.1 | 0.1 | -0.2 | -3.5 | -6.8
COc1ncccc1-c1nnn(-c2ccc(Cl)nc2)n1 | 5.1 | 0.0 | -0.7 | -0.1 | -5.0 | -4.8 | 0.4 | 1.9 | 2.0 | 4.8 | -35.8
COc1ccc(/C=C/c2c(-c3ccc(OC)cc3)oc3ccccc23)cc1 | 2.7 | -0.2 | -0.6 | 0.0 | -3.6 | 5.5 | -1.5 | 0.5 | 1.4 | 2.5 | -5.9
Cc1ccc(CNC(=O)C2CCCN(c3cnccn3)C2)cc1 (stereo unspecified) | -1.8 | 0.3 | -1.4 | -0.5 | 0.3 | 5.4 | -1.1 | -1.2 | 0.2 | 6.6 | -42.6
Cc1ccc(S(=O)(=O)N(CCc2ccccc2)c2ccc3c(c2)C2CC3CCN2C(=O)OCc2ccccc2)cc1 (stereo unspecified) | -1.5 | -0.4 | -1.2 | 1.7 | 2.4 | 6.9 | -0.5 | 0.2 | -0.9 | 1.4 | -1.0
COC(=O)c1cc(C(=O)Nc2ccc(Cl)cn2)cc([N+](=O)[O-])c1 | 2.8 | -0.2 | -1.3 | -0.6 | 1.8 | 1.2 | -1.4 | 0.5 | 0.4 | 0.4 | -1.1
O=C(O)c1ccccc1S(=O)(=O)c1ccccc1CO | -0.1 | 0.4 | -1.1 | 0.0 | -3.8 | -5.0 | -2.5 | -0.2 | 0.2 | 2.6 | 1.2
O=C(NNC(=O)C1CC(=O)N(c2ccc3c(c2)OCCO3)C1)c1ccc(F)cc1 (stereo unspecified) | -1.9 | 0.5 | -0.4 | 1.0 | -0.3 | 3.2 | -1.6 | 0.3 | 1.3 | -3.0 | -7.0
Cc1ccc(S(=O)(=O)NC(=O)N(CCC#N)Cc2ccccc2)cc1 | -1.1 | -1.7 | -0.6 | -0.4 | -2.7 | 1.5 | 0.7 | 0.4 | -0.1 | -1.3 | -4.6
Cc1ccnc(SCC(=O)c2ccc([N+](=O)[O-])cc2)n1 | 0.3 | -0.1 | -1.1 | -0.5 | 1.4 | -16.3 | 0.9 | -0.9 | -1.3 | -3.0 | -0.3
CCCCN(C)CC(O)Cn1cc(/C=C/C(=O)c2ccc(C)cc2)c2ccccc21 (stereo unspecified) | 2.6 | -0.4 | -1.2 | -0.2 | 7.6 | -15.4 | -1.3 | 1.3 | -0.3 | -0.9 | -299.3
CCOC(=O)c1[nH]c(C)c(C(=O)c2cc(F)ccc2F)c1C | -2.2 | -0.6 | -1.1 | -0.6 | 4.0 | -7.7 | 0.6 | 0.8 | -0.9 | -0.6 | 0.5
CSc1ccc(NC(=O)NN(c2ccccc2)C2CCS(=O)(=O)C2)cc1 (stereo unspecified) | 0.5 | -1.5 | -0.3 | -0.1 | -2.0 | 9.4 | -0.3 | -0.3 | 1.2 | -3.9 | 1.2
CN(C)CCNC(=O)C(C(=O)c1ccc(F)cc1)n1ccccc1=O (stereo unspecified) | 3.0 | -0.2 | -1.7 | -0.4 | -0.1 | 0.9 | -3.1 | -1.2 | 0.8 | 1.0 | 4.0
O=C(NCC(c1cccs1)N1CCOCC1)c1cc2ccccc2oc1=O (stereo unspecified) | 2.5 | 1.5 | -1.6 | 1.5 | -0.8 | 1.9 | 0.3 | -0.6 | -0.7 | 0.1 | -4.4
O=C(CCSCCC(=O)NN=Cc1cccc(Cl)c1)NN=Cc1cccc(Cl)c1 | 2.5 | -0.9 | -0.9 | 0.3 | 1.0 | 1.1 | 1.0 | 0.1 | 0.6 | 1.1 | -0.5
COc1ccc(COC(=O)C2CCN(S(=O)(=O)c3ccc(Cl)cc3)CC2)cc1 | 0.7 | -0.7 | -0.8 | 2.0 | -5.5 | 3.3 | -2.1 | 1.2 | 1.0 | 2.6 | -2.7
CC(=O)N1CCc2cc(S(=O)(=O)N3CCCCCC3)ccc21 | -2.1 | 1.4 | -1.1 | -0.2 | 2.6 | 2.7 | 1.1 | -1.0 | 0.1 | -0.1 | -6.2
COc1ccc(S(=O)(=O)N2CCN(CCc3ccccc3)CC2)cc1 | -3.4 | -2.6 | -1.0 | 0.1 | 1.9 | -2.5 | -1.0 | -2.1 | 0.5 | -0.9 | 3.0
CC(C)(C)c1ccc(S(=O)(=O)N2CCN(CCC#N)CC2)cc1 | -0.9 | 0.0 | -1.8 | -0.6 | -4.0 | -1.8 | -0.3 | 0.3 | 1.2 | -2.2 | -1.1
c1ccc(Cn2cc(CN3CCCO3)c(-c3ccc4c(c3)OCO4)n2)cc1 | 3.4 | -1.5 | -1.9 | -0.5 | -7.1 | -5.0 | -1.4 | 1.8 | 0.3 | 0.4 | -5.2
Cc1cccc(CCNC(=O)c2cc(S(=O)(=O)N3CCCC3)cn2C)c1 | -3.4 | -0.5 | -1.5 | -0.6 | -1.2 | -0.3 | 1.7 | 1.3 | 0.2 | 1.1 | 5.5
O=C(O)CC/C(=N/Nc1ccc([N+](=O)[O-])cc1)C(=O)O | 3.1 | -1.1 | -1.3 | 0.3 | 7.8 | -4.6 | -1.9 | 1.6 | 0.0 | 5.0 | 3.1
CSc1ccc(CCNC(=O)C2CCCN(c3ncnc4c3nc3n4CCCCC3)C2)cc1 (stereo unspecified) | -0.9 | -2.0 | -0.6 | -0.4 | 3.1 | -2.4 | -1.6 | 1.1 | -0.4 | 1.9 | -4.7
CC(C)NC(=O)CN1CCC(O)(c2ccccc2)CC1 | 1.4 | -0.6 | -0.8 | 0.1 | 0.5 | 4.5 | 1.0 | -2.0 | -1.0 | -2.1 | 3.0
CCOc1cc2[nH]c(=O)n(CCCC(=O)N(C)Cc3ccccc3)c(=O)c2cc1OCC | -1.5 | -1.6 | -1.1 | 0.1 | 4.1 | -8.8 | 1.7 | 0.1 | -0.9 | -3.3 | -10.1
COc1ccccc1-c1sc2ccccc2c1-c1ccc(Br)nc1 | 3.5 | 0.7 | -0.4 | 0.1 | 2.4 | 1.1 | 1.1 | 1.4 | 2.0 | -0.1 | -2.8
COc1cccc(NC(=O)CN2C(=O)C(c3ccc(C)cc3)=NC23CCCCCC3)c1 | -1.1 | 1.6 | -1.2 | 0.3 | 0.2 | 5.9 | 3.4 | 0.0 | -0.9 | 5.2 | 0.7
COc1ccc(C(=O)NCCc2ccc(C(F)(F)F)cc2)cc1S(=O)(=O)N1CCOCC1 | -2.5 | -2.8 | -1.8 | -1.7 | 4.6 | 8.4 | 1.5 | 1.5 | -1.2 | -4.1 | -11.2
COc1ccccc1CN1CC(C(=O)NCc2cccc(C)n2)CCC1=O (stereo unspecified) | 0.0 | -0.7 | -1.2 | -1.4 | 2.2 | 2.1 | -1.1 | -1.0 | 0.0 | -2.7 | 4.8
C/C(=N\NC(=O)C1=NNC(=O)C1C)c1cccs1 (stereo unspecified) | 5.0 | 1.2 | 0.1 | 2.1 | -2.2 | 6.2 | -2.9 | 3.5 | nt | -1.9 | 0.5
